PLK1 inh – inhibitors of human PLK1 kinase; P53350; recombinant PLK1 kinase, TR-FRET peptide phosphorylation; inhibition, % at 10 µM; 97,000 tested, 0.53% active; AID 619;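 active = inhibition of 50% or more in the single-concentration screen; inactive = inhibition below 50%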;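 also: 0% = DMSO max control and 100% = H-89 dihydrochloride min control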
Target sequence (P53350 whole entry, looked up): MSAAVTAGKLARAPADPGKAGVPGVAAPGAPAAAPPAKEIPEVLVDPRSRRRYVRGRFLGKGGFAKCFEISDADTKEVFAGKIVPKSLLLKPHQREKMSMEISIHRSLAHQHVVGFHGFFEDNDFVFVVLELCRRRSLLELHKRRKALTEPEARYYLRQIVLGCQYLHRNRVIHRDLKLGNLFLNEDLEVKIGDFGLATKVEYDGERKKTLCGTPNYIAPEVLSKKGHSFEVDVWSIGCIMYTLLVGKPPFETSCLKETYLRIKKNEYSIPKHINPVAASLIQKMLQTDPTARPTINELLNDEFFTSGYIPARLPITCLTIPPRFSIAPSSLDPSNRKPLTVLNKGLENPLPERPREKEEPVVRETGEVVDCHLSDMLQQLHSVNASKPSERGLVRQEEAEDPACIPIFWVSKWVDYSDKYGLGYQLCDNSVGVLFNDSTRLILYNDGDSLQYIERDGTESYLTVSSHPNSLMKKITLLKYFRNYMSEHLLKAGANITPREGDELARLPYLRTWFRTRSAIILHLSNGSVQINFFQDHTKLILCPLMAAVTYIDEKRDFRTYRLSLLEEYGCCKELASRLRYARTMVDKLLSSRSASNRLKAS
PLAP act – activates human placental alkaline phosphatase; 96,000 tested, 1.2% active; purified PLAP enzyme, luminescent substrate read-out; active compounds read high; activation fold at 20 µM; P05187; AID 696; in the data active = activation fold above about 2
CYP2C9 act – increases human cytochrome P450 2C9 activity | recombinant CYP2C9, luciferin-H conversion, luminescence; active compounds read high; factor 1 = untreated enzyme, 0 = blocked | activation factor at 5 µM | 96,000 tested, 1.4% active | P11712;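 active = activation factor of 2 or more for CYP2C9 at a 5 µM dose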;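 also: 0 = sulfaphenazole-blocked wells and 1 = vehicle-only wells; values of inactives mirror those of a sister screen read the other way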
Target sequence (P11712 whole entry, looked up): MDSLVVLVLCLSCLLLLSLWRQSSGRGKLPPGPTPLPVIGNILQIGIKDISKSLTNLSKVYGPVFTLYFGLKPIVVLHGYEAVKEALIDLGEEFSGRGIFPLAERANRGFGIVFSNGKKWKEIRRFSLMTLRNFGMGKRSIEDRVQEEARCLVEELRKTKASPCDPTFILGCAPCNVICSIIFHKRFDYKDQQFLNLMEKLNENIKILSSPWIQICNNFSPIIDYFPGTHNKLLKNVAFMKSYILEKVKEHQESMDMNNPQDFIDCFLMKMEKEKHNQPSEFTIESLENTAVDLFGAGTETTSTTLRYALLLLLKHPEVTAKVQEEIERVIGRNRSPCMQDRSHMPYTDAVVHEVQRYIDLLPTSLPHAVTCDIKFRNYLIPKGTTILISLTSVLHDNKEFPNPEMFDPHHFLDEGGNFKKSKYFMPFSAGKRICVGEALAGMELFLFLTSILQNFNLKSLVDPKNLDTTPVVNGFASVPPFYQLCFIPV
CYP2C19 inh – inhibitors of human CYP2C19. P33261. CYP2C19 Supersomes, luciferin-H EGE luminescence, 30 min. inhibition, % at 5 µM. 96,000 tested, 21% active. AID 778;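 active = CYP2C19 inhibition above a set limit at 5 µM in the primary screen, cut at about 50% in these data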;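 also: plate controls were negative control wells for no effect and 2.5 mM tranylcypromine positive control for full effect; values of inactives mirror those of a sister screen read the other way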
CYP2C19 activ – increases human CYP2C19 enzyme activity | recombinant CYP2C19, luciferin-H EGE luminescence; active compounds read high; 0 = fully inhibited enzyme, 1 = untreated enzyme | activation factor at 5 µM | 96,000 tested, under 10 active | AID 1025;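 active = activation factor of at least 2 at 5 µM in the primary screen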;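 also: 0 = wells with 2.5 mM tranylcypromine and 1 = vehicle-only wells; values of inactives mirror those of a sister screen read the other way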
EphB4 antag – EphB4-ephrin-B2 interaction antagonism. EphB4 LBD / TNYL-RAW-Alexa532 peptide, fluorescence polarization. P54760. 97,000 tested, 0.15% active. inhibition, % at 7 µM;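 active = inhibition above the screen-wide mean inhibition plus 3 SD, cut at about 15% in these data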;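 also: 0% = DMSO wells and 100% = excess unlabeled TNYL-RAW peptide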
CYP2C9 inhib – blocks human cytochrome P450 2C9; CYP2C9 Supersomes, luciferin-H conversion, luminescence; 96,000 tested, 20% active; P11712; inhibition, % at 5 µM;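 active = blocking of liver enzyme CYP2C9 beyond about 50% at 5 µM, limit read from the data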; also: values of inactives mirror those of a sister screen read the other way
Plk1 PBD FP – inhibitors of human Plk1 polo box domain binding. P53350. Plk1 PBD phosphopeptide binding, fluorescence polarization. inhibition, %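 (tested at about 20 µM)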. 97,000 tested, 0.13% active. AID 693; in the data active = inhibition above about 34%, passing the limit was not always enough
Rev-RRE block – HIV Rev-RRE protein-RNA interaction inhibition; P05866; Rev peptide-RRE RNA binding, FRET; inhibition, % at 8 µM; 97,000 tested, 0.79% active;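 active = inhibition above the screen-wide mean plus 3 SD, cut at about 35% in these data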;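 also: 0% = median DMSO wells and 100% = median Neomycin B control wells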
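Assay system: Rev peptide and RRE RNA, both fluorescently labelled; times: 5 min preincubation and 15 min binding, 25 °C; detection: FRET, ex 480 nm, em 540 and 671 nm; read-out basis: % inhibition from 671/540 nm acceptor-to-donor ratio, scaled between controls; benchmarks: DMSO low control, neomycin B high control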
* hit, by the source's call; / = no result given; [ ] = another dose, or the depositor's remark. The order is random (roughly 29% active in at least one column).

SMILES	PLK1 inh	PLAP act	CYP2C9 act	CYP2C19 inh	CYP2C19 activ	EphB4 antag	CYP2C9 inhib	Plk1 PBD FP	Rev-RRE block
Cc1cc(C)nc(N2CCN(CC(=O)NCc3ccccc3)CC2)n1	-5	1.1	1	-9	1.1	4	-4	13	3
O=C(CSc1nnc(COc2ccccc2)n1Cc1ccco1)c1ccc(F)cc1	-13	0.8	0.8	7	0.9	6	25	10	4
Clc1cccc(N/N=C/c2ccc(N3CCOCC3)cc2)c1	5	1	0.9	8	0.9	-8	9	-20	-5
COc1ccccc1N1CCN(C(=O)CSc2nc3ccccc3c(=O)n2CC2CCCO2)CC1 (stereo unspecified)	-6	1.5	0.3	22	0.8	1	66*	4	0
CCCC(=O)Nc1nnc(-c2ccco2)s1	-3	1.2	1.2	-11	1.1	-6	-20	1	1
O=C(NC12CC3CC(CC(C3)C1)C2)c1ccc(COc2ccc(Cl)cc2[N+](=O)[O-])o1	-16	1.2	0.3	41	0.6	1	75*	-10	14
COC(=O)c1c(C(=O)OC)c(C)n(Cc2cccnc2)c1C	-6	0.8	0.5	28	0.7	0	51*	25	5
CCOc1ccc2cc(C#N)c(SCC(=O)NC(C)CC)nc2c1 (stereo unspecified)	-10	0.9	0.5	-5	1	-7	54*	-6	16
CCCCN1C(=O)CN(CCc2ccccc2)C(=O)C1c1ccc(OC)cc1 (stereo unspecified)	-5	1	1	29	0.7	0	2	-12	4
Cc1ccc(-c2cc(-c3ccc(Cl)cc3)c(C#N)c(N)n2)o1	4	1.3	0.4	75*	0.2	1	57*	-9	21
NC(=O)Cn1cc(C(=O)c2cccs2)c2ccccc21	-7	0.9	0.7	1	1	-3	28	1	-1
Cc1[nH]c(=O)[nH]c(=O)c1S(=O)(=O)N1c2ccc(F)cc2CCC1C (stereo unspecified)	-11	1.3	0.8	44	0.6	-2	16	5	2
Cn1c(=O)c2c(nc(N3CCOCC3)n2CC(=O)C23CC4CC(CC(C4)C2)C3)n(C)c1=O	/	1.6	1.2	-3	1	/	-23	/	/
Cn1c(=O)c2cc(S(=O)(=O)Nc3ccc4c(c3)OCO4)ccc2n(C)c1=O	-14	1.1	0.2	84*	0.2	-2	85*	43	5
CCOC(=O)c1nn(-c2cccc(C)c2)c2nc(-c3ccccc3)c(C#N)c(=O)n12	-17	1	1.2	4	1	5	-18	-12	-1

Record cards, from the list above. Order of screens: PLK1 inh	PLAP act	CYP2C9 act	CYP2C19 inh	CYP2C19 activ	EphB4 antag	CYP2C9 inhib	Plk1 PBD FP	Rev-RRE block
O=C(CSc1nnc(COc2ccccc2)n1Cc1ccco1)c1ccc(F)cc1 is listed with -13	0.8	0.8	7	0.9	6	25	10	4
COc1ccccc1N1CCN(C(=O)CSc2nc3ccccc3c(=O)n2CC2CCCO2)CC1 (stereo unspecified) is listed with -6	1.5	0.3	22	0.8	1	66*	4	0
Cc1ccc(-c2cc(-c3ccc(Cl)cc3)c(C#N)c(N)n2)o1 is listed with 4	1.3	0.4	75*	0.2	1	57*	-9	21
Cn1c(=O)c2c(nc(N3CCOCC3)n2CC(=O)C23CC4CC(CC(C4)C2)C3)n(C)c1=O is listed with /	1.6	1.2	-3	1	/	-23	/	/

(more compounds)
SMILES	PLK1 inh	PLAP act	CYP2C9 act	CYP2C19 inh	CYP2C19 activ	EphB4 antag	CYP2C9 inhib	Plk1 PBD FP	Rev-RRE block
CC(C)=CC1C(C(=O)Nc2ccc(Br)cn2)C1(C)C (stereo unspecified)	-9	1	0.7	23	0.8	-7	35	10	11
CC1C/C(=C/c2cccn2C)C(=O)/C(=C/c2cccn2C)C1 (stereo unspecified)	-12	1.4	1	4	1	0	1	-210	136*[fluorescence artefact?]
COc1ccccc1/C=C/C(=O)NCC(=O)N/N=C/c1cc(Br)ccc1OC	8	1.7	0.5	6	0.9	-4	53*	11	11
Cc1ccc(NC(=O)c2nc(C)n(-c3ccc([N+](=O)[O-])cc3)n2)cc1	-11	1.1	1	-5	1.1	-1	-2	22	1
CCN(CC)CCN1C(=O)c2ccccc2NC1c1ccccc1F (stereo unspecified)	-9	/	/	/	/	2	/	2	4
CC1(C)Cc2c(C#N)c(SCc3ccccc3)nc(N3CCOCC3)c2CO1	-14	1.2	0.1	23	0.8	-10	88*	-34	0
CCN(C(=O)COC(=O)c1cccnc1SC)C1CCS(=O)(=O)C1 (stereo unspecified)	-8	1.2	1.2	-24	1.2	-6	-22	-11	-3
CC1=C(C)C(=O)N(CCC(=O)O)C1=O	-2	0.9	1.1	-13	1.1	4	-15	0	3
Cc1ccc(S(=O)(=O)Nc2nc(C)c(NC(=O)Nc3ccc(Cl)cc3Cl)s2)cc1	-13	1.3	0.4	4	1	-8	61*	0	1
COc1cccc(CNC(=O)c2cc3oc4ccccc4c3n2C)c1OC	-7	1	1.4	-8	1.1	-5	-42	-10	2
Cc1ccc(C(=O)C(OC(=O)CNS(=O)(=O)c2ccccc2)c2ccccc2)cc1 (stereo unspecified)	-10	1	0.4	33	0.7	6	55*	16	17
CCn1cc(C(=O)NCc2ccco2)c2cc(OC)c(OC)cc2c1=O	9	/	/	/	/	-2	/	-13	1
c1ccc(CNc2ccc(CNc3ncn[nH]3)cc2)cc1	-11	/	/	/	/	9	/	23	3
COc1ccc(C(=O)NCC(=O)N2CCC(C)CC2)cc1OC	-6	0.9	1	12	0.9	6	-2	18	2
COc1ccccc1N1CCN(C(=O)CSc2ncccc2-c2nc3ccccc3[nH]2)CC1	-11	1.7	0.4	74*	0.3	4	58*	14	11
COc1ccc(OC)c(/C=N/NC(=O)CSc2nnc(C)n2-c2ccccc2)c1	-15	1.1	0.8	23	0.8	0	20	-20	3
CC(C)CNS(=O)(=O)c1ccc(OCC(=O)NCC2CCCO2)c(Cl)c1 (stereo unspecified)	-13	/	/	/	/	-4	/	29	7
CS(=O)(=O)N(CC(=O)N1CCN(c2cccc(Cl)c2)CC1)C1CCCCC1	-6	1.1	0.7	27	0.7	3	32	-9	8
COC(=O)c1nc(NC2=NCCCCC2)n[nH]1	-3	1.6	1.3	-22	1.2	-5	-28	30	7
Cc1c(CCC(=O)O)c(=O)oc2cc3occ(-c4ccc(F)cc4)c3cc12	6	1.6	0.8	34	0.7	14	18	-13	0
Cc1ccccc1C(=O)NNC(=O)Cc1cccc2ccccc12	-12	2*	1.2	42	0.6	1	-25	3	4
O=S(=O)(Nc1ccc2c(c1)OCCO2)c1cccc2cccnc12	-6	1	1.7	40	0.6	-4	-72	5	0
CCn1cc(C(=O)NCc2ccc(OC)cc2OC)c(=O)c2ccc(C)nc21	/	1	0.8	66*	0.3	/	15	/	/
COc1ccc(CC(=O)Nc2nc3n(n2)C(c2ccccc2)CC(=O)N3)cc1OC (stereo unspecified)	-2	1.5	1.1	-4	1	-5	-6	-17	4
Cc1ccc(NC2=Nc3ccccc3N3C2=Nc2c(c(C)nn2-c2ccccc2)C3c2ccc(O)c(O)c2)cc1 (stereo unspecified)	-17	1.3	0.9	18	0.8	2	13	6	8
COC(=O)c1ccccc1NC(=O)Cn1nnc(-c2ccc(OC)cc2)n1	-9	/	/	/	/	7	/	11	10
CCOC(=O)CNC(=O)c1c2c(nc3ccccc13)CCCC2	8	1	0.8	8	0.9	-1	17	-22	4
Cc1ccc(C2(c3ccc(C)cc3)NC(=O)N(Cc3c(C)noc3C)C2=O)cc1	-3	1.1	0.4	15	0.9	5	61*	1	12
CCOC(=O)C1CCCN(S(=O)(=O)c2ccc(F)c(C(=O)Nc3ccc(F)c(F)c3)c2)C1 (stereo unspecified)	1	1.1	0.4	59*	0.4	4	60*	-9	17
CC1=C(C(=O)OC(C)C)C(c2cccnc2)C2=C(CCCC2=O)N1 (stereo unspecified)	1	0.9	0.7	46	0.5	-1	32	19	2
Cc1cc(-c2ccccc2)nc(N(C)NC(=O)c2cccc(C(F)(F)F)c2)c1S(C)(=O)=O	-1	0.8	0.9	15	0.8	-13	13	29	2
CC(C)(C)c1cnnn1-c1ccc(C=O)cc1	-4	/	/	/	/	5	/	-3	6
Cc1cccc(Cn2c(CN3CCN(Cc4ccccc4)CC3)nc3c2c(=O)[nH]c(=O)n3C)c1	/	1.5	0.9	8	0.9	/	7	/	/
CCOC(=O)N1CCN(c2nc(-c3ccco3)cc(C(F)(F)F)n2)CC1	-11	1	0.2	42	0.6	-3	75*	9	3
CC1Cc2ccccc2N1C(=O)COC(=O)Cn1cnc2ccccc2c1=O (stereo unspecified)	-12	1.1	0.9	0	1	-8	9	9	7
C=CCN1C(=O)/C(=C\c2ccc(Cl)cc2)N=C1SCC(=O)NC1CCCCC1	-12	0.8	0.9	9	0.9	1	6	9	5
CCOC(=O)N1CCN(c2ccc(C(C)=O)cc2F)CC1	-12	/	/	/	/	9	/	-6	-8
COc1cc(C(C[N+](=O)[O-])c2c(C)[nH]c3ccccc23)cc(OC)c1OC (stereo unspecified)	-11	1.2	0.3	98*	0	-1	72*	29	5
COC(=O)c1sccc1NC(=O)CSc1cc(Cl)ccc1Cl	-9	0.7	0.6	30	0.7	-3	44	-6	13
O=C(NCCCn1ccnc1)Nc1cccc(Cl)c1	-15	1	0	96*	0	-8	100*	6	3
Cc1[nH]c2ccc(-c3nnc(SCC(=O)c4ccccc4F)o3)cc2c1C	-9	1.2	0.2	57*	0.4	7	78*	-1	1
Cc1ccc(NC(=O)c2ccccc2)cc1OC(=O)c1ccccc1	-3	0.8	0.8	33	0.7	-2	21	-8	9
COC(=O)c1scc(C)c1NC(=O)Cc1ccccc1	-5	0.9	0.9	25	0.8	-9	9	11	-1
CC(C(=O)NC1CCCC1)N(C(=O)c1ccc(-c2ccccc2)[nH]1)c1ccccc1F (stereo unspecified)	-1	1.2	0.4	70*	0.3	6	61*	-5	5
COc1ccc(NC(=O)C(NS(=O)(=O)c2ccc3c(c2)CCCN3C(C)=O)C(C)C)c(OC)c1 (stereo unspecified)	-8	1.1	0.4	12	0.9	-14	64*	-6	-1
O=C(c1ccccc1)N1CCN(Cc2ccccc2Br)CC1	-8	1.4	0.2	98*	0	0	76*	-20	-2
Cc1cccc(NC(=O)c2cc(N3C(=O)CCC3=O)ccc2Cl)n1	-10	0.9	0.8	15	0.9	-5	20	11	6
COc1ccccc1NC(=O)CCn1c(=O)sc2ccccc21	-12	/	/	/	/	5	/	-5	7
CCn1c2ccccc2c2cc(NC(=O)c3ccco3)ccc21	/	0.9	1.4	45	0.5	/	-40	/	/
CCOC(=O)c1cnc(-n2cc(C)cn2)nc1Nc1ccccc1OC	-10	1.2	0.9	-2	1	-1	7	-13	-4
CCOc1ccc2[nH]c(=O)c(C(c3nnnn3Cc3ccco3)N3CCCC(C)C3)cc2c1 (stereo unspecified)	-4	1.7	0.2	96*	0	-2	79*	10	6
Cc1ccc2nc(NCc3ccco3)c(C=NCc3ccco3)c(=O)n2c1	-5	1.3	0.9	14	0.9	-6	11	9	6
Cc1[nH]c2ccccc2c1C(=O)CN1CCN(C/C=C/c2ccccc2)CC1	0	1.5	1.1	6	0.9	14	-6	-36	5
Cc1ccc(CNC(=O)C2CCCN(S(=O)(=O)c3c(C)n[nH]c3C)C2)cc1 (stereo unspecified)	-4	2.3*	0.8	71*	0.3	8	15	-27	-1
Cc1ccc(-c2nc3sc4c(c3c(=O)n2N)CC(C)(C)OC4)cc1	-8	0.9	0.9	-16	1.2	-2	10	5	1
Cc1ccc(NC(=O)/C=C/c2cccs2)c([N+](=O)[O-])c1	-1	1.1	1.1	-16	1.2	1	-8	5	4
O=C(Nc1ccccc1)OCc1cn(-c2ccc(Cl)cc2)nn1	9	0.9	0.6	-1	1	1	42	7	4
CCOC(=O)c1nnc(-c2ccccc2)nc1Oc1ccccc1Cl	-4	1	0.7	18	0.8	4	34	38	11
COc1ccccc1NC(=O)C1=C(C)Nc2ncnn2C1c1ccc(C)o1 (stereo unspecified)	-3	0.9	0.9	9	0.9	-5	14	-8	-2

Screens deposited in PubChem by several laboratories.
